Source: PubChem (several laboratories)
E coli WT exp: blocks growth of wild type E. coli BW25113; actives 0.15% (n = 98,000); OD600 absorbance; growth inhibition, % at 100 µM;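 active = growth inhibition above about 50% at one test dose, limit read from the data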;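 also: growth measured after 20 h incubation at 37 °C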
FAK blocker: inhibitors of human focal adhesion kinase | AID 727 | biochemical FAK kinase activity assay | Q05397 | actives 0.84% (n = 97,000) | inhibition, %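 (tested at 7 µM)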; in the data active = inhibition above about 19%;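 also: 0% = DMSO and 100% = reference compound high control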
ERb coact inh: ER-beta (human) coactivator binding inhibition; Q92731; TR-FRET ER-beta LBD / SRC1-Cy5 peptide binding; receptor agonist-loaded with 1 µM estradiol; inhibition, % at 25.6 µM; actives 1.3% (n = 86,000);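 active = compounds whose percent inhibition of the receptor-coactivator binding signal exceeds about 50% in the single-dose screen, limit read from the data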;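 also: 0% = receptor plus peptide wells without compound and 100% = peptide-only wells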
MT1-MMP txn act: activates MT1-MMP transcription | activation factor at 10 µM | HT1080 MT1-MMP promoter luciferase reporter, luminescence, overnight; stronger effect = higher value | AID 750 | actives 0.16% (n = 86,000);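 active = activation factor of at least 2 for MT1-MMP transcription at 10 µM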
CD11b adhes enh: enhancers of human CD11b/CD18 binding to fibrinogen; actives 0.07% (n = 93,000); K562 CD11b/CD18 adhesion to fibrinogen, ATPlite luminescence; AID 1499; activation, % at 10 µM;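 active = 10 µM primary screen giving 50% or more activity, confirmed by 40% or more on retest at that dose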; also: strong numbers were not always called active; reference of the scale not given here
PLAP act: activators of human placental alkaline phosphatase; activation fold at 20 µM; actives 1.2% (n = 96,000); purified PLAP enzyme, luminescent substrate read-out; stronger effect = higher value; P05187; in the data active = activation fold above about 2
Target sequence (P05187 whole entry, looked up): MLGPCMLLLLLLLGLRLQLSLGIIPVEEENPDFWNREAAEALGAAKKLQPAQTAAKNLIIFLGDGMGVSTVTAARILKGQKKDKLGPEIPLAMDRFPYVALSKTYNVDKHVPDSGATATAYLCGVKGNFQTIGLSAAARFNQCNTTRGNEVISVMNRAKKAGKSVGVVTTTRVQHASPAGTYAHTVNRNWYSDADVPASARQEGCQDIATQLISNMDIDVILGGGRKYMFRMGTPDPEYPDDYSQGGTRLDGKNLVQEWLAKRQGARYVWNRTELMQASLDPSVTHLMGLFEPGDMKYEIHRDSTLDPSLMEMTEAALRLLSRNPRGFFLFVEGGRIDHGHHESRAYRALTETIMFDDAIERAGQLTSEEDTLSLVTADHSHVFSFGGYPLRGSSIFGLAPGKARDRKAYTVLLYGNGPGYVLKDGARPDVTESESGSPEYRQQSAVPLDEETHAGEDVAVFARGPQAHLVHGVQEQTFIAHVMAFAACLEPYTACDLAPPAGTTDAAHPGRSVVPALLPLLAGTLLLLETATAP
ERa SRC1 pot: enhances coactivator binding to human estrogen receptor alpha; TR-FRET ERalpha-LBD/SRC-Cy5 coactivator binding, 2 h; 100 = basal binding, no effect; actives 1.3% (n = 86,000); AID 639; P03372; coactivator binding (% of control), % at 25.6 µM; in the data active = activity above about 200%;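 also: binding measured in presence of low estradiol as agonist stimulus; 0% = peptide alone without receptor and 100% = receptor with peptide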
Target sequence (P03372 whole entry, looked up, the tested form may be a part): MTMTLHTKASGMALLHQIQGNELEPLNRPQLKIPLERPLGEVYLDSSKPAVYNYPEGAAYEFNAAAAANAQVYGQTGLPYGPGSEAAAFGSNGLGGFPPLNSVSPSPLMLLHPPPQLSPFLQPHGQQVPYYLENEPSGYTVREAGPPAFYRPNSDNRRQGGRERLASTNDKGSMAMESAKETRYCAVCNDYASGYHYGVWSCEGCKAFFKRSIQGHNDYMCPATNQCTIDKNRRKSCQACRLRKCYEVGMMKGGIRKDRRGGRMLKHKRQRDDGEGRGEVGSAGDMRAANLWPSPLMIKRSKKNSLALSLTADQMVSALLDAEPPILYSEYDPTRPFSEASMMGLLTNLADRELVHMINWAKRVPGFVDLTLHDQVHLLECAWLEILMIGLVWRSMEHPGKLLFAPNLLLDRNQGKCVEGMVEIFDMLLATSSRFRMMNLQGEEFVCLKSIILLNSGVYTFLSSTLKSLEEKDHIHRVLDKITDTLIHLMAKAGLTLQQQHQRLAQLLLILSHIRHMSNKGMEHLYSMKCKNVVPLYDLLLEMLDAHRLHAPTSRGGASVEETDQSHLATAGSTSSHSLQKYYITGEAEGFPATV
Mac1 fbg inh: blocks human CD11b/CD18 adhesion to fibrinogen. inhibition, % at 10 µM. K562 CD11b/CD18 adhesion to fibrinogen, ATPlite luminescence; Mn2+ added to activate the integrin. AID 1497. actives 0.54% (n = 93,000);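 active = primary inhibition of 50% or more at 10 µM, then 40% or more on retest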; also: some results filed as inactive read as strong as hits
ERa coact inh: blocks coactivator binding to human estrogen receptor alpha; P03372; TR-FRET ER-alpha LBD / SRC-1 peptide, estradiol-bound; inhibition, % at 25.6 µM; actives 1.7% (n = 86,000); AID 629; in the data active = inhibition above about 50%;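 also: 0% = receptor plus peptide control and 100% = peptide only without receptor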
* = called active by the depositor; . = no result given; [ ] = another dose, or the depositor's remark. Compounds as they come. Share with any hit: about 5.1%.

SMILES	E coli WT exp	FAK blocker	ERb coact inh	MT1-MMP txn act	CD11b adhes enh	PLAP act	ERa SRC1 pot	Mac1 fbg inh	ERa coact inh
O=C1NC2(CCCC2)N=C1c1ccc(F)cc1	-2	0	-3	1.2	-3	0.8	100	-6	-6
CC(=O)n1nc(-c2ccc(Cl)cc2)nc1NCc1ccco1	-2	2	1[fluorescence artefact?]	1.2	-8	1	112	1	11[fluorescence artefact?]
COc1ccc2[nH]c(=O)c(CN(CCN3CCCC3)C(=O)Nc3ccccc3Cl)cc2c1	0	.	-9[fluorescence artefact?]	1.1	-1	1.8	122	3	-1
CC(=O)OC(C(=O)NCc1ccco1)c1cccnc1 (stereo unspecified)	1	5	12	1	8	1.2	115	-22	-1
Cc1ccc(C(C)C)c(OCc2nc(-c3nonc3N)no2)c1	-7	4	-6	1.3	-2	1	92	-15	5
C=C(C)CN1C(=O)c2ccccc2C1=O	4	1	5	1.1	-1	0.9	109	6	-3
COC(=O)CSc1nnc(-c2ccco2)o1	10	11	-5	1.2	1	1	115	14	10[fluorescence artefact?]
Cn1c(=O)c2[nH]c(CN3CCN(Cc4ccccc4)CC3)nc2n(C)c1=O	7	1	-18	.	7	1	105[fluorescence artefact?]	12	-4[fluorescence artefact?]
CCOC(=O)C1C(=O)NC(N2CCCCC2)=NC1C(C)C (stereo unspecified)	0	.	-4	1.2	-1	1	140	9	-9
Cc1ccc(N2C(=O)c3ccc(C(=O)N4CCN(c5cccc(C)c5C)CC4)cc3C2=O)cc1	.	0	-8	1.1	.	.	91	.	11
C=C(C)Cn1c(Sc2nc3ccccc3[nH]2)nc2c1c(=O)[nH]c(=O)n2C	6	-4	2	1.1	-1	2.1*	116	15	-7
CCCCOC(=O)CCn1c(=S)oc2ccccc21	3	-4	-2	1.1	-4	0.9	109	-13	0
Cc1ccc(S(=O)(=O)N2CCN(C3CC(=O)N(Cc4ccccc4)C3=O)CC2)cc1C (stereo unspecified)	-7	-3	-1	1.1	0	1.8	112	3	-6
FC(F)(F)c1ccc2nnc(-c3c(Cl)cccc3Cl)n2c1	-2	-1	-14	1	.	1	104	.	-3
COc1cc(C(=O)OC(C)CN2CCN(C)CC2)cc(OC)c1OC (stereo unspecified)	0	0	-1	1.1	-1	1.1	119	-3	-1
c1ccc(OCCn2cnc3ccccc32)cc1	9	0	-2	1.1	1	1	105	-40	-5
Cc1cc(C(=O)COC(=O)C2=COCCO2)c(C)n1-c1ccc2c(c1)OCO2	-5	1	13[fluorescence artefact?]	1.5	2	1	88[fluorescence artefact?]	0	1
O=c1[nH]c(NCCO)nc2c1C1(CCCCC1)Cc1ccccc1-2	5	4	6	1.2	5	0.8	53	-6	8
O=C(NNC(=O)c1ccccc1Br)c1cccc(Cl)c1	2	-1	.	.	0	1.2	.	3	.
Cc1ccc2c(c1)NC(=O)C(CC(=O)NCCCN1CCN(C3CCCCC3)CC1)O2 (stereo unspecified)	-3	.	-7	1.1	4	1.6	104[fluorescence artefact?]	-6	3
Cc1ccc(C(=O)Nc2nc(=O)n(C(=O)C3CC3)s2)cc1	-7	4	.	.	-4	1.2	.	12	.
COc1cc(C2CC(=O)N(CC(=O)NCc3ccco3)c3ccccc3S2)cc(OC)c1OC (stereo unspecified)	-2	7	7	1	3	1.5	92	-4	1
Cc1c(Cl)cccc1N1C(=O)c2ccccc2C1=O	-2	-3	-2	1.1	1	0.9	127	-3	14
COc1ccc(-c2nn(CC(=O)N(C)C)c(=O)c3ccccc23)cc1	-1	0	0[fluorescence artefact?]	1.2	-1	1.1	130	-38	4[fluorescence artefact?]
O=C(O)CC(NC(=O)OCc1ccccc1)c1ccccc1 (stereo unspecified)	0	-5	9[fluorescence artefact?]	1.1	1	1	91	0	9

Profiles, looked up by structure:
Shown for Cc1ccc(N2C(=O)c3ccc(C(=O)N4CCN(c5cccc(C)c5C)CC4)cc3C2=O)cc1 : E coli WT exp: .; FAK blocker: 0; ERb coact inh: -8; MT1-MMP txn act: 1.1; CD11b adhes enh: .; PLAP act: .; ERa SRC1 pot: 91; Mac1 fbg inh: .; ERa coact inh: 11
Shown for Cc1ccc(C(C)C)c(OCc2nc(-c3nonc3N)no2)c1 : E coli WT exp: -7; FAK blocker: 4; ERb coact inh: -6; MT1-MMP txn act: 1.3; CD11b adhes enh: -2; PLAP act: 1; ERa SRC1 pot: 92; Mac1 fbg inh: -15; ERa coact inh: 5
Shown for CC(=O)OC(C(=O)NCc1ccco1)c1cccnc1 (stereo unspecified) : E coli WT exp: 1; FAK blocker: 5; ERb coact inh: 12; MT1-MMP txn act: 1; CD11b adhes enh: 8; PLAP act: 1.2; ERa SRC1 pot: 115; Mac1 fbg inh: -22; ERa coact inh: -1

(listing goes on)
SMILES	E coli WT exp	FAK blocker	ERb coact inh	MT1-MMP txn act	CD11b adhes enh	PLAP act	ERa SRC1 pot	Mac1 fbg inh	ERa coact inh
Cc1nc(SCC(=O)Nc2cc(C)on2)c2c3c(sc2n1)CCCC3	-11	-8	21[fluorescence artefact?]	0.9	6	0.9	128[fluorescence artefact?]	-23	9
CCN1CC=C2C(C1)C(c1ccc(Cl)s1)C(C#N)=C(N)C2(C#N)C#N (stereo unspecified)	9	-8	7	1.3	-1	1.2	99	4	3
CC1CCCN(CC(=O)Nc2ccc(S(=O)(=O)N3CCCCCC3)cc2)C1 (stereo unspecified)	4	-2	-9	1	-1	1.4	100	-10	-6
COc1cccc(NC(=O)COc2ccc(S(=O)(=O)NC(C)C)cc2)c1	.	2	-12	1.1	.	.	177[fluorescence artefact?]	.	1
COc1ccc(CCN(C(=O)C(F)(F)F)C(C(=O)NC2CCCC2)c2cccs2)cc1OC (stereo unspecified)	-2	-4	.	.	-4	1.3	.	-5	.
COc1ccc(-c2nn(CCC(=O)O)cc2CCC(=O)O)cc1	0	-3	-3	1	-1	1.1	111[fluorescence artefact?]	-17	-8
c1ccc2c(c1)OCC(c1csc3ncnc(N4CCCC4)c13)O2 (stereo unspecified)	10	1	6	1	-1	1.9	108	19	3
NC(=O)c1ccc(OCC(F)(F)C(F)(F)C(F)(F)C(F)(F)C(F)(F)C(F)F)cc1	-1	0	.	1.1	2	0.9	.	-4	.
Fc1cccc(NC(=S)Nc2ccc(Br)cc2)c1	43	7	.	.	-10	0.9	.	37	.
CN(C)CCNC(=O)Nc1ccc(Cl)c(Cl)c1	26	4	.	.	-3	0.9	.	-1	.
O=C(NCCN1CCOCC1)c1ccc2c(c1)N(Cc1ccccc1)CCS2	13	6	7	1.1	-1	1.8	86	3	2[fluorescence artefact?]
CC(=O)CC(C)(C)S(=O)(=O)c1ccc(NC(C)=O)cc1	.	-1	-4	1.2	.	.	123	.	-3
O=C(CCN1C(=O)c2ccccc2C1=O)N1CCN(C2c3ccccc3-c3ccccc32)CC1	2	1	.	.	1	1.5	.	-40	.
Cc1ccc2c(c1)C(CCN)C(=O)N2Cc1ccccc1 (stereo unspecified)	5	3	8[fluorescence artefact?]	.	-2	0.9	77	26	9
Cc1nnc(SCCn2c(N3CC(C)CC(C)C3)nc3c2c(=O)[nH]c(=O)n3C)s1 (stereo unspecified)	0	2	5	0.9	-2	1.1	108	8	-4
C/C(N)=C(/C#N)C(=O)CSc1nc(C2CCCCC2)n(-c2ccccc2)n1	-5	.	6[fluorescence artefact?]	1	-2	1	89[fluorescence artefact?]	13	13
CC(=O)N1CCN(c2ccc(NC(=O)c3ccc(N4CCCC4)c([N+](=O)[O-])c3)cc2Cl)CC1	-5	4	.	.	6	1.4	.	1	.
Cc1ccc(NC(=O)CO/N=C(\N)c2nonc2N)cc1	13	-7	.	.	6	1.1	.	6	.
COc1ccc(C)cc1S(=O)(=O)NCCC1=CCCCC1	7	3	8	1.3	0	1	75	1	8
CC1CC1C(=O)OCC(=O)NCc1ccc(Cl)cc1Cl (stereo unspecified)	13	0	.	.	-1	1	.	0	.
O=C(Nc1ccc2[nH]c3c(c2c1)CCCC3)c1ccco1	0	-10	36[fluorescence artefact?]	1.5	93	1.3	82	-43	4[fluorescence artefact?]
CC(=O)C1=C(O)C(=O)N(CCN2CCOCC2)C1c1ccccc1 (stereo unspecified)	7	0	-2	1	-1	1.1	106	1	-9
O=C(Cc1ccccc1F)Nc1ccc(Cl)nc1	.	7	-26[fluorescence artefact?]	1.2	.	.	94	.	-19
CCOC(=O)Cc1csc(NC(=O)CSc2nc3sc(C(=O)O)c(C)c3c(=O)[nH]2)n1	4	-1	-24	1	-2	1.5	95	0	2
O=C(COC(=O)c1cncc(Br)c1)NC1CC1	7	0	-11	1.3	-2	0.9	82[fluorescence artefact?]	-6	-4

PLAP act, entries above that show a hit.
Compound	FAK blocker	ERb coact inh	MT1-MMP txn act	CD11b adhes enh	PLAP act	ERa SRC1 pot	Mac1 fbg inh	ERa coact inh
C=C(C)Cn1c(Sc2nc3ccccc3[nH]2)nc2c1c(=O)[nH]c(=O)n2C	-4	2	1.1	-1	2.1*	116	15	-7

Going on with the list:
SMILES	E coli WT exp	FAK blocker	ERb coact inh	MT1-MMP txn act	CD11b adhes enh	PLAP act	ERa SRC1 pot	Mac1 fbg inh	ERa coact inh
COc1ccc(N=CC2=C(O)c3ccccc3C2=O)c(OC)c1	-10	8	16[fluorescence artefact?]	.	.	1	41	.	38[fluorescence artefact?]
O=C1CSc2ccccc2N1Cc1ccccc1F	4	-2	-1	1.4	-4	0.9	115	5	-23
Cc1ccc(C(=O)NCC(=O)NCC(=O)OCC(=O)c2ccc([N+](=O)[O-])cc2)cc1	3	1	.	.	7	1	.	-4	.
Cc1ccc(-c2nc(C3CCN(S(=O)(=O)c4ccc(C(F)(F)F)cc4)CC3)no2)cc1	-6	.	10	1.1	8	0.9	98	3	-4
OCCNCc1ccc(OC2CCCC2)cc1	2	-7	-7	0.9	0	1	104	-6	-2
Cc1ccc(CNc2nc(N)c([N+](=O)[O-])c(Nc3cccc(F)c3)n2)cc1	-16	-2	-17	1	2	0.7	88	-24	-3
Cc1nn(C/C(C#N)=N\O)c(C)[n+]1N	-12	0	7	1	0	1	98	-5	-1
CCCn1c(CNc2ccccc2O)nc2ccccc21	8	4	6	0.9	-6	1.4	85	75	3
CN1C=CC2=C(C#N)C(N)C(C#N)(C#N)[C@H](c3ccccc3)[C@H]2C1 (stereo partly specified)	.	3	-3	1.1	.	.	91	.	-5
Cn1c(=O)c(=O)n(C)c2cc(S(=O)(=O)N3CCN(c4cccc(C(F)(F)F)c4)CC3)ccc21	-11	-2	21	1	14	0.8	141	-15	29
COC(=O)CSc1nnc(CNc2ccc(OC)cc2)n1C	1	-3	11	1.1	-2	1	102	-5	-3
O=C(Nc1ccc(Cl)cc1)[C@@H]1[C@@H]2C(=O)N(c3ccc(Cl)cc3)C(=O)[C@@H]2[C@H]2C=CC=NN21	-9	3	-2	1.1	-3	1.3	111	4	-8
Cc1cc(C)cc(N(C(=O)c2sc(C)nc2C)C(C(=O)NCc2ccco2)c2ccccc2)c1 (stereo unspecified)	0	-5	.	.	-1	1.5	.	-10	.
CC(C)(c1ccccc1)c1ccc(OCCCNCCO)cc1	15	-1	-3	0.8	-2	1.6	62	4	1
O=C(NCc1ccco1)c1cc(S(=O)(=O)N2CCOCC2)c(Cl)cc1Cl	-4	.	-1	1.2	-1	0.9	96[fluorescence artefact?]	-12	9[fluorescence artefact?]
CCCn1c(CN2CCN(C(=O)OCC)CC2)nc2c1c(=O)n(C)c(=O)n2C	.	.	-12	1.1	.	.	105	.	-6
O=C(CCC1COc2ccccc2O1)NCc1ccco1 (stereo unspecified)	13	1	20	1.2	1	1	91	-4	16
CCNC(=O)NC(=O)C(C)Sc1nc2ccccc2n1CC(C)C (stereo unspecified)	7	6	-2[fluorescence artefact?]	1.2	0	1	112	10	12
Cc1ccccc1-n1c(SCC(N)=O)nc2sc(-c3ccccc3)cc2c1=O	-13	2	.	.	-6	1.5	.	10	.
Fc1ccccc1CSc1nnnn1-c1ccc2c(c1)OCO2	1	1	-7	1.4	3	0.9	94	2	-7
Cc1cc(C)c(C)c(C(=O)CSc2nnc(-c3ccc4[nH]c(C)c(C)c4c3)o2)c1C	.	-1	-6	1.2	.	.	103	.	-8
